ATXN2 expr inh – inhibitors of ATXN2 expression; 360,000 tested, 0.72% active; HEK-293 ATXN2-luciferase reporter, luminescence, 24 h; AID 1745845; Potency, µM (titrated, usually from 57 µM), inactives show top-dose activity change, negative = inhibition, most hits filed as inhibitors; also: potency is read from the fitted curve at half-maximal effect; % is scaled to controls: 0 for no effect and ±100 for the full control effect; nearly all actives have a fitted effect of over 55% in size
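qHTS (up to 57 uM final) was run with 24 h compound exposure of reporter cells at 37 °C. Each well was multiplexed: SteadyGlo luminescence measured ATXN2-luciferase expression after a fluorogenic Gly-Phe-AFC viability readout (25 uM final).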
HT1080 IDH1KD tx – kills HT-1080 cells with IDH1 knockdown | HT-1080 IDH1 knockdown viability, ATP luminescence, 48 h | AID 686971 | 360,000 tested, 2% active | Potency, µM (top dose mostly 46.1 µM), for inactives: at the top dose activity, negative = toxicity, hits mostly cytotoxic;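 also: potency is read from the fitted curve at half-maximal effect; 0% = DMSO wells and -100% = cell-free medium wells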
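Using the IDH1-knockdown HT-1080 line run in the same batch and compound series as the NT line, viability after 48 h at 37 °C was determined by CellTiter-Glo luminescence and expressed as % activity.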
S2 tox – viability counter-screen for ATXN expression inhibitors; S2 cells (HEK-293 line with an ATXN2-luciferase reporter) viability, CellTiter-Fluor protease fluorescence, 24 h; Potency, µM (doses to about 56.7 µM), hits mostly cytotoxic; 400,000 tested, 0.49% active; AID 651635; also: potency is read from the fitted curve at half-maximal effect; nearly all actives have a fitted effect of over 40% in size
SW480 rereplic – inducers of DNA re-replication in SW480 colon cancer cells. SW480 DNA re-replication, Hoechst DNA content imaging, 48 h. 340,000 tested, 1.8% active. Potency, µM (titrated, usually from 46.1 µM), for the others: at the highest dose re-replication activation, actives largely listed as activators; also: potency is read from the fitted curve at half-maximal effect; % of control where 0% means no effect; nearly all actives have a fitted effect of over 55% in size
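Cells (250 per well) received 23 nL compound or DMSO by pin tool and were kept 48 hr at 37 C, 5% CO2. Nuclei were then stained with Hoechst for 40 min and scanned for DNA content.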
HepG2 viability – counter-screen for TGF-b inhibitors: cytotoxicity in HepG2 cells. HepG2 CAGA-GFP viability, ATP luminescence, 18 h. Potency, µM (titrated, usually from 46.1 µM), inactives show at the top dose activity change, negative = cytotoxicity, actives largely listed as cytotoxic. 410,000 tested, 0.76% active. AID 588856; also: potency is read from the fitted curve at half-maximal effect; some results filed as inactive show a strong effect at the top dose
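CellTiter-Glo luminescence gave cytotoxicity after 18 hours at 37 degrees C. The cells were HepG2 CAGA-GFP in 1% FBS DMEM, stimulated with 500 pg/mL TGF-beta after compound addition. %Activity was normalised to no-cell wells (complete cell-killing) and DMSO (no toxicity), and curves were fitted and classified.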
HT1080-NT tox – kills 2HG-producing HT-1080-NT fibrosarcoma cells; HT-1080-NT fibrosarcoma viability, CellTiter-Glo ATP luminescence, 48 h; Potency, µM (top dose mostly 46.1 µM), for the others: at the top dose activity, negative = less viability, hits mostly cytotoxic; 360,000 tested, 1.6% active; AID 686970;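 also: NT is the 2HG producing partner of a matched IDH1 knockdown line; potency is read from the fitted curve at half-maximal effect; 0% = DMSO-treated cells and -100% = media-only wells without cells; nearly all actives have a fitted effect of over 55% in size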
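Viability of the 2HG-overproducing fibrosarcoma line after 48 hours of compound exposure at 37 degrees C was determined by luminescence with CellTiter-Glo, and concentration-effect curves were then fitted and categorized.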
MCF10A rerep – inducers of DNA re-replication in MCF 10A breast cells | Potency, µM (doses to about 46.1 µM), for the others: at the highest dose activity, positive = re-replication, most hits filed as activators | MCF 10A DNA re-replication, Hoechst nuclear intensity, 48 h | 350,000 tested, 2.9% active; also: potency is read from the fitted curve at half-maximal effect; % of control where 0% means no effect; nearly all actives have a fitted effect of over 50% in size
KB-3-1 tox – KB-3-1 parental cell cytotoxicity; AID 1347075; KB-3-1 viability, CellTiter-Glo ATP luminescence, 72 h; Potency, µM (titrated, usually from 46.1 µM), inactives show at the highest dose activity change, negative = cytotoxic, actives largely listed as cytotoxic; 400,000 tested, 1.4% active; also: potency is read from the fitted curve at half-maximal effect; % is scaled to controls: 0 for no effect and ±100 for the full control effect; nearly all actives have a fitted effect of over 60% in size
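KB-3-1 parental drug-naive adenocarcinoma cells in DMEM/10% FBS, incubated 72 h at 37 C with pin-transferred compounds across a concentration series. Viability by CellTiter-Glo luminescence; concentration-response curves fitted after normalization.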
IL-1B inflam inh – inflammasome signaling inhibition, IL-1 beta readout; activity change, % at 57.5 µM; 360,000 tested, 4.7% active; THP-1 LPS/ATP IL-1B secretion, AlphaLISA, 16 h; hits give low values; in the data active = activity change below about -50%; inconclusive = mostly about -30% to -49%; also: % is scaled to controls: 0 for no effect and ±100 for the full control effect
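THP-1 cells pretreated 1 hr with compounds (up to 57.5 uM final), then stimulated with LPS (250 ng/mL final) plus ATP (1.25 mM final); secreted IL-1B measured by AlphaLISA after 16 hr, decreased signal indicating inhibition.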
Active calls of the source: *; i = inactive; ? = inconclusive; / = not tested or not shown; & = joins results of further samples; [ ] = another dose, or the depositor's remark. Unless noted, calls follow the shape of the dose curve; as a rule, active = well fitted curve in the direction sought with a large enough effect; inconclusive = small, poorly fitted or top-dose-only effect, or another doubt; inactive = no such curve, though single readings can be large; an effect the other way counts as inactive or inconclusive.

1. Nc1nc(N)c(N=Nc2ccc(SCC(=O)O)cc2)c(=O)[nH]1
2. Cc1c(C(=O)NCc2ccc3c(c2)OCCO3)sc(=O)n1Cc1ccccc1F
3. COCCNC(=O)c1ccc(CN2CCOCC2)cc1
4. O=C(CN1C(=O)NC2(CCCCC2)C1=O)NC1CCCc2ccccc21 (stereo unspecified)
5. CCCc1c(C(=O)N/N=C(\C)CCc2ccccc2)nnn1-c1nonc1N
6. COc1ccccc1C(=O)Cc1ccccc1
7. O=c1c2cc3c(cc2nc2sc(Nc4ccc(F)cc4F)nn12)OCO3
8. CC(C)(C)OC(=O)CNC(=O)c1[nH]cnc1C(=O)N[C@@H](CCCCN)C(=O)OC(C)(C)C
Screen / compound no.	1	2	3	4	5	6	7	8
ATXN2 expr inh	/	-33%	-3%	0%	?	15%	11%	1%
HT1080 IDH1KD tx	-13%	6%	7%[9.24 µM]	4%	-8%	-1%	/	2%
S2 tox	i	i	i	i	i	i	i	i
SW480 rereplic	0%	/	-7%	-18%	38%	8%	/	-1%
HepG2 viability	-7%	-26%	0%	15%	-51%	-6%	-10%	17%
HT1080-NT tox	3%	3%	8%	10%	-1%	7%	/	0%
MCF10A rerep	-2%	/	1%	5%	-9%	28%	/	8%
KB-3-1 tox	-3%	3%	11%	9%	13%	/	7%	-7%
IL-1B inflam inh	-10	-2	12	13	-7	7	/	-13

9. Cc1ccc(C(=O)N2CCN(c3ccccc3)CC2)cc1S(=O)(=O)N1CCOCC1
10. C[C@H]1COc2cccc(N3CCC[C@H]3CO)c2S(=O)(=O)N1
11. O=C(CCl)NCc1c(Cl)cccc1-n1cccc1
12. Cc1cc(C(=O)NCC(=O)OCC(=O)N(C)C2CCCCC2)ccc1[N+](=O)[O-]
13. CC1(C)CC(=O)C(Sc2ccccc2)=C(O)C1
14. Cc1nnc(NC(=O)CCCN2C(=O)c3ccccc3C2=O)s1
15. CC(NC(=O)Cc1ccccc1)c1nc2ccccc2[nH]1 (stereo unspecified)
16. COc1ccccc1CCNC(=O)CCn1c(=O)c2cccn2c2ccc(F)cc21
Screen / compound no.	9	10	11	12	13	14	15	16
ATXN2 expr inh	6%	4%	-15%	12%	1%	7%	-3%	-16%
HT1080 IDH1KD tx	-11%	?	10µM*	1%	10%	3%	-8%	11%
S2 tox	i	i	?	i	i	i	i	i
SW480 rereplic	1%	/	25%	-7%	-3%	-3%	-1%	-11%
HepG2 viability	-2%	/	-34%	-9%	21%	1%	-10%	0%&-5%
HT1080-NT tox	-8%	20%	?	-1%	-4%	6%	-6%	1%
MCF10A rerep	9%	/	18µM*	?	1%	-2%	2%	0%
KB-3-1 tox	-5%	2%	0%	-6%	32%	1%	-6%	-2%
IL-1B inflam inh	-2	0	-76*	-21	-2	14	6	-9

17. O=c1[nH]c(SCc2n[nH]c(=S)n2-c2ccccc2)nc2ccccc12
18. CC(=O)Nc1sc2c(c1CN1CCN(C)CC1)CCCC2
19. CNC(=O)CS(=O)(=O)CC(=O)Nc1cc(OCCOC)c(Cl)cc1Cl
20. CC(=O)NS(=O)(=O)c1ccc(NC(=S)NC(=O)COc2ccccc2C)cc1
21. COc1ccccc1CNC(=O)C1CCN(c2ncnc3c2nc2n3CCCCC2)CC1
22. O=C(Nc1sc2c(c1C(=O)O)CCC2)c1ccccc1F
23. COc1ccccc1C(=O)Nc1c(C(=O)c2ccccc2)oc2ccccc12
24. Cc1ccccc1Nc1c(C)c(C)nc2ncnn12
Screen / compound no.	17	18	19	20	21	22	23	24
ATXN2 expr inh	-4%	-7%	-39%	1%	4%&0%	/	9%	-27%
HT1080 IDH1KD tx	-6%	13%	11%	4%	-14%	-18%	/	-20%
S2 tox	i	i	i	i	i	i	i	i
SW480 rereplic	5%	1%	1%	-7%	26%	-8%	/	-49%[inhibitor]
HepG2 viability	7%	-6%	6%	-1%	-24%&20%	-21%	-7%	6%
HT1080-NT tox	-3%	13%	2%	14%	-3%	-22%	/	-22%
MCF10A rerep	-22%	3%	0%	1%	-2%	0%	/	1%
KB-3-1 tox	6%	3%	13%	-1%	-1%&-5%	-25%	-5%	0%
IL-1B inflam inh	14	0	22	3	-10	7	/	3

25. Cc1csc(SCC(=O)NCc2ccc3c(c2)OCO3)n1
26. COc1ccc2c(c1)c(=O)c(C(=O)c1ccc(F)cc1)cn2CC(=O)Nc1ccc2c(c1)OCO2
27. O=C(Cc1c(C(=O)O)[nH]c2ccccc12)NC1CCCC1
28. COc1cccc(NC(=O)c2oc3ccccc3c2NC(=O)c2ccc(C(F)(F)F)cc2)c1
29. CCn1cc(S(=O)(=O)NC2CCCCC2)cn1
30. CC(C)C[C@H](NC(=O)c1nc[nH]c1C(=O)N[C@@H](CC(C)C)C(=O)OCc1ccccc1)C(=O)OCc1ccccc1
31. Cc1ccc(-c2cnc(C3CC3)o2)cc1S(=O)(=O)Nc1ccccc1
32. O=C(NNC(=O)c1ccccc1-n1cccc1)c1ccc(Cl)nc1
Screen / compound no.	25	26	27	28	29	30	31	32
ATXN2 expr inh	/	-3%	-7%	-3%	-8%	-15%	/	2%
HT1080 IDH1KD tx	-3%	/	-2%	/	14%	?	?	-3%
S2 tox	i	?	i	i	i	?	?	i
SW480 rereplic	-2%	/	0%	/	-11%	?	-5%	-21%
HepG2 viability	-3%	-6%	-9%	0%	10%	-25%	2%	0%
HT1080-NT tox	20%	/	10%	/	10%	?	-26%	-8%
MCF10A rerep	13%	/	1%	/	6%	?	?	0%
KB-3-1 tox	14%	12%	6%	-5%	6%	?	7.3µM*	14%
IL-1B inflam inh	1	/	7	/	16	-6	29	18

33. CCCCC(CC)C(=O)O (stereo unspecified)
34. N#C/C(=C/c1ccc(-c2ccccc2[N+](=O)[O-])o1)C(N)=O
35. CC1CCC(NC(=O)CC(NC(N)=O)c2ccccc2Cl)CC1 (stereo unspecified)
36. O=S(=O)(Cc1ccccc1)N1CCN(C/C=C/c2ccccc2)CC1
37. COc1ccc(OC)c(S(=O)(=O)NCCc2sc(-c3cccnc3)nc2C)c1
38. Cc1cc(CNC[C@H]2O[C@@H](n3cnc(C(N)=O)n3)[C@H](O)[C@@H]2O)c(C)n1-c1cccnc1
39. CC1(C)NC(=O)N(CCOc2cccc(Cl)c2Cl)C1=O
40. CCN1C(=O)[C@H]2[C@@H](c3ccc(-c4cccc(Cl)c4)c(OC)c3)N3CCC[C@@]3(C(=O)OC)[C@H]2C1=O
Screen / compound no.	33	34	35	36	37	38	39	40
ATXN2 expr inh	0%	-26%	19%	3%	21%	1%	-7%	?
HT1080 IDH1KD tx	-4%	14%	12%	2%	/	0%	-25%	-11%
S2 tox	i	i	i	i	i	i	i	?
SW480 rereplic	-6%	6%	-8%	-3%	/	-22%	11%	?
HepG2 viability	-8%	-15%	3%	-1%	-4%	0%	-39%	-6%
HT1080-NT tox	-4%	12%	2%	-4%	/	2%	-14%	?
MCF10A rerep	-4%	6%	4%	11%	/	?	-5%	19%
KB-3-1 tox	-2%	-4%	-2%	-16%	21%	0%	-9%	?
IL-1B inflam inh	-19	-9	-10	16	/	7	19	-51*

41. CCOc1cccc(OCCn2cnc3ccccc3c2=O)c1
42. COc1ccc(S(=O)(=O)Nc2ccc(Nc3ccccc3)cc2)cc1
43. CC(OC(=O)c1ccc2c(=O)n3c(nc2c1)CCC3)C(=O)Nc1ccc(C(N)=O)cc1 (stereo unspecified)
44. Nc1ccc(Cl)c(S(=O)(=O)Nc2cccc(Cl)c2)c1
45. O=C(Nc1ccncc1)c1cc(C2CCCCN2C(=O)CCc2ccccc2)on1 (stereo unspecified)
46. Cc1ccc(-n2ccnc(NCc3cccs3)c2=O)cc1C
47. O=C(N/N=C/c1cc(Br)c(Br)o1)c1ccc2c(c1)OCCO2
48. COc1c(C)cccc1C(=O)NC(=S)Nc1cccc2nsnc12
Screen / compound no.	41	42	43	44	45	46	47	48
ATXN2 expr inh	20%	/	6%	-6%	-19%	0%	-13%	-1%
HT1080 IDH1KD tx	12%	0%	9%	-1%	20%	/	?	27%
S2 tox	i	?	i	i	i	i	?	i
SW480 rereplic	1%	-1%	-6%	-63%[inhibitor]	/	/	0%	2%
HepG2 viability	-18%	-40%	1%	-22%	-37%	0%	14%	-2%
HT1080-NT tox	18%	0%	13%	-2%	-4%	/	-24%	18%
MCF10A rerep	1%	4%	-9%	0.18µM*	/	/	13µM*	-5%
KB-3-1 tox	-1%	7%	12%	3%	-5%	-2%	-1%	3%
IL-1B inflam inh	17	-24	-6	2	1	/	-3	-14

In the list so far, these have a nitro group on carbon.
12. Cc1cc(C(=O)NCC(=O)OCC(=O)N(C)C2CCCCC2)ccc1[N+](=O)[O-]
34. N#C/C(=C/c1ccc(-c2ccccc2[N+](=O)[O-])o1)C(N)=O
Screen / compound no.	12	34
ATXN2 expr inh	12%	-26%
HT1080 IDH1KD tx	1%	14%
S2 tox	i	i
SW480 rereplic	-7%	6%
HepG2 viability	-9%	-15%
HT1080-NT tox	-1%	12%
MCF10A rerep	?	6%
KB-3-1 tox	-6%	-4%
IL-1B inflam inh	-21	-9

New compounds follow:
49. CNC(=S)NNC(=O)c1noc(C)c1C(=O)N1CCN(C(c2ccccc2)c2ccccc2)CC1
50. COc1cc(/C=C2/C(=N)N3N=C(CC(=O)N4CCOCC4)SC3=NC2=O)ccc1OCc1ccccc1
51. Cc1cccc(-n2nc3c(c2NC(=O)CCC2CCCCC2)CS(=O)C3)c1C (stereo unspecified)
52. O=C(NCC1CCCO1)c1ccc(N2CCCCC2)c([N+](=O)[O-])c1 (stereo unspecified)
Screen / compound no.	49	50	51	52
ATXN2 expr inh	-2%	/	-2%	21%
HT1080 IDH1KD tx	0%	0%	3%	2%
S2 tox	i	/	i	i
SW480 rereplic	-20%	-4%	-2%	2%
HepG2 viability	-3%	-15%	-6%	-17%
HT1080-NT tox	-3%	5%	2%	14%
MCF10A rerep	4%	-2%	17%	11%
KB-3-1 tox	8%	2%	-2%	16%
IL-1B inflam inh	13	4	-6	-6
